Source: PubChem (several laboratories)
Insulin prom up = insulin promoter activators in MIN6 cells, imaging, high-content screening, mouse beta cells. AID 1625, 2009. z-score at 5 µM. 190,000 tested, 0.3% active. MIN6 insulin promoter-GFP reporter; stronger effect = higher value;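 active = z-score above 3 at 5 µM with at least 500 cells counted in the well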
MT stabilize HCS = microtubule stabilizers in HeLa cells, primary screen, imaging, high-content imaging; HeLa tubulin immunostaining HCS, 24 h; share of cells brighter than vehicle mean+2SD; % tubulin-high responders, % at 10 µM; AID 2205, 2009; 200,000 tested, 0.83% active;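 active = plate Z-score above 3 for both tubulin-high and condensed-nucleus cell shares, with cell loss under 80%, at 10 µM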;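 note: anti alpha tubulin signal scored within the nucleus-defined area of each cell; some results filed as inactive read as strong as hits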
Autophagy mod = autophagy modulators in MEF cells, primary screen, imaging, high-content, MEF GFP-LC3 | AID 463193, 2010 | MEF GFP-LC3 puncta imaging; test concentration mostly 10 µM | 190,000 tested, 0.98% active | calls only at 10 µM (by protocol);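 active = percentage of spot-positive cells more than 3 SD above its plate mean, without a fluorescence outlier flag or 80% toxicity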;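 note: spot-positive cell cutoff set from DMSO-treated cells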
bCat nuc transl = modulators of beta-catenin nuclear translocation, primary screen, imaging, HeLa cells, immunofluorescence, high-content; nuclear translocation activity, % at 5 µM; AID 1665, 2009; 190,000 tested, 0.3% active;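 active = nuclear translocation activity above 50% at 5 µM, with a well cell count of 50 or more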;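 note: per-cell ratio of nuclear to cytoplasmic median beta-catenin stain intensity; plate controls were DMSO negative control for no effect and GSK-3 inhibitor IX positive control for full effect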
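Assay system: human HeLa cells, native beta-catenin; doses: 5 µM primary, 0.02–20 µM confirmation; incubation: compound treatment 24 h, 37°C, 5% CO2; technique: fluorescence imaging of beta-catenin antibody stain plus DAPI; measure: % activation, nuclear-to-cytoplasmic median beta-catenin signal ratio per cell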
Dynein transport = inhibitors of GR-EGFP nuclear translocation, primary screen, dynein cargo transport inhibitor project, imaging, high-content, 3617.4 mouse cells; test concentration mostly 20 µM; stimulated with dexamethasone, 1 µM; stronger effect = lower value; AID 1381, 2008; 220,000 tested, 0.47% active; z-score, hits read low;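 active = plate z-score of nuclear minus cytoplasmic receptor signal below a set negative limit, without overly bright fluorescence or cell loss, cut at about -3.5 in these data, passing the limit was not always enough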;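 note: z-score of nuclear minus cytoplasmic ring GR-EGFP intensity difference per well; some compounds called inactive have numbers as strong as hits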
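medium = tetracycline-free induction medium containing charcoal-stripped FBS | also added = 1.0 µM final dexamethasone stimulus | schedule = 48 h induction, 1 h compound, 30 min dex at 37 °C | technique = fixed, Hoechst-stained cells imaged at 10x for EGFP | measure = GR-EGFP nuclear translocation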
Lipid droplet = inhibitors of hepatocyte lipid droplet formation, primary screen, imaging, high-throughput imaging, BODIPY stain | AML12 mouse hepatocytes, oleate lipid droplets | inhibition, % at 6.5 µM | 240,000 tested, 0.4% active | AID 1656, 2009;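 active = lipid droplet intensity inhibited by at least 50%, with more than 500 cells counted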
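Material – mouse AML12 hepatocyte cell line, fixed after treatment · Compound dosing – one dose, 6.5 µM compound · Times – compound with oleate, overnight · Measured by – Image-based BODIPY and DAPI two-channel analysis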
WT yeast gro inh = growth inhibition of WT strain, primary screen, mitochondrial fusion inhibitor project, WT and mutant strains, chemical genetic; 190,000 tested, 2.1% active; mitochondrial fusion phenotypic screen; inhibition, % at 10 µM; in the data active = inhibition above about 58%; tested in S. cerevisiae
ER stress rescue = rescue of cells from ER stress-induced death, primary screen, 384-well, CSM14.1, thapsigargin, ATP luminescence (AID 1222) | CSM14.1 thapsigargin-induced death rescue, ATP luminescence; higher % means a stronger effect | cellular ATP content (survival), % at 20 µM, or EC50 in µM where a hit was titrated | 190,000 tested, under 10 active;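 active = EC50 below 50 µM in the dose-response confirmation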;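 note: death triggered by thapsigargin at about 15 µM added after 2 h compound pretreatment; cell ATP read after overnight thapsigargin exposure of roughly 18 to 22 hours; normalized against plate controls of thapsigargin alone and 5% DMSO vehicle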
XIAP displacement = XIAP antagonists, biochemical, IAP family, fluorescence polarization (AID 1018) | E3 ubiquitin-protein ligase XIAP (Homo sapiens) | XIAP BIR domain, fluorescence polarization peptide displacement; higher % means a stronger effect | displacement, % at 20 µM, or IC50 in µM where a hit was titrated | 200,000 tested, 0.007% active; in the data active = displacement above about 50%; note: a part of the inactive calls stands beside numbers as strong as those of hits
WT yeast gro inh mutant strain = second read-out of WT yeast gro inh, no call of its own (marks repeat the call); inhibition, %; mitochondrial fusion phenotypic screen, mutant strain inhibition
Dynein transport cytoplasmic EGFP = further read-out of Dynein transport, marked with its call; z-score; measured here: cytoplasmic GR-EGFP intensity; stronger effect = higher value
Dynein transport nuclear GR-EGFP = also measured in Dynein transport; calls as there; z-score; measured here: nuclear GR-EGFP intensity;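 lower value marks the stronger effect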
Dynein transport cell count = further read-out of Dynein transport, marked with its call; z-score; measured here: cell count per field
Insulin prom up cell count = also measured in Insulin prom up; calls as there; cell count; measured here: cytotoxicity, nuclei count;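 total cells summed across four imaged fields per well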
Lipid droplet cells 6.5 µM = also measured in Lipid droplet; calls as there; cell count; measured here: cell count, cytotoxicity flag;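 cells counted across two imaged fields per well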
bCat nuc transl cell count 5 µM = second read-out of bCat nuc transl, no call of its own (marks repeat the call); cell count; measured here: cell count, cytotoxicity flag
MT stabilize HCS Hoechst-high % = further read-out of MT stabilize HCS, marked with its call; % Hoechst-high responders; measured here: nuclear condensation Hoechst responders;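 share of cells brighter than vehicle mean plus two SD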
MT stabilize HCS cytotoxicity % = also measured in MT stabilize HCS; calls as there; toxicity, %; measured here: cytotoxicity by cell density;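 0% = mean cell density of plate MIN control wells and 100% = no cells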
Autophagy mod cell loss 18 h = second read-out of Autophagy mod, no call of its own (marks repeat the call); toxicity, %; measured here: cell loss, nuclei count;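 cell loss after 18 h compound exposure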
* marks the source's active call; other numbers are inactive results; i = inactive; . = no result given; + = active, no number.

SMILES	Insulin prom up	Insulin prom up cell count	MT stabilize HCS	MT stabilize HCS Hoechst-high %	MT stabilize HCS cytotoxicity %	Autophagy mod	Autophagy mod cell loss 18 h	bCat nuc transl	bCat nuc transl cell count 5 µM	Dynein transport	Dynein transport cytoplasmic EGFP	Dynein transport nuclear GR-EGFP	Dynein transport cell count	Lipid droplet	Lipid droplet cells 6.5 µM	WT yeast gro inh	WT yeast gro inh mutant strain	ER stress rescue	XIAP displacement
CC(=O)/C(=N\Nc1ccc(C)cc1)Sc1nncn1C	0.01	1296	4.9	2.3	5.6	+	-9.7*	-5.0	565	2.8	-0.31	0.94	-1.2	13	693	16	4	3.5%	-16%
Cc1ccc(C(=O)NC(=S)Nc2ccc(Oc3ccc(Cl)cc3)cc2)cc1	-0.22	1624	0.8	1.5	8.6	i	-5	0.0	1311	-0.38	-0.24	-0.59	0.22	.	.	8	-3	-0.1%	-2.2%
O=C(NC(=S)Nc1ccc2oc(-c3ccncc3)nc2c1)c1ccccc1F	-0.2	1336	7.4	3.0	8.1	i	11	1.2	1372	0.13	0.29	0.36	0.12	4	719	-9	-13	-2.5%	-10%
COc1ccc(Cn2c(CCCO)nc3ccccc32)cc1OC	-0.81	1065	2.0	1.8	6.0	i	2	.	.	1.9	-0.06	1.4	-1.3	8	788	13	97	4.9%	-15%
C/C(=N\NC(=O)Cn1ccc(C(F)(F)F)n1)c1ccc(N2CCOCC2)cc1	0.11	991	.	.	.	.	.	-0.6	1289	1.4	-0.69	0.42	-1.1	5	677	.	.	.	.
COc1ccc(-c2cc(N3CCCC3)n3ncnc3n2)cc1	-0.26	1226	2.2	1.7	24	i	11	.	.	0.32	-0.26	0.38	-0.97	-3	651	14	12	.	4.2%
COCCNC(=O)/C(C#N)=C\c1ccc(CNS(=O)(=O)c2ccccc2)o1	.	.	.	.	.	i	-6	-0.7	1519	-0.8	0.11	-0.058	0.63	9	613	-3	-10	-1.1%	-6.6%
CC(C)Sc1oc(-c2ccco2)nc1S(=O)(=O)c1ccc(F)cc1	-1.1	1190	2.1	2.3	18	i	9	-3.5	528	0.51	-0.21	0.63	0.32	-49	699	15	6	-1.0%	-4.0%
CCCCC(=O)NC1(C(F)(F)F)C(=O)Nc2c1c(=O)[nH]c(=O)n2Cc1ccco1 (stereo not drawn)	.	.	3.8	1.7	1.8	i	-5	.	.	1.2	-0.24	1.1	1.1	-14	711	18	17	.	-0.3%
COc1ccc(C(CNC(=O)/C=C/c2c(Cl)nc3ccccn23)N(C)C)cc1 (stereo not drawn)	-0.18	1328	5.5	2.1	11	i	-2	-0.3	1099	-1.2	-0.22	-0.66	-0.069	-6	726	-9	5	-1.7%	-3.7%
Nc1nnc(Cc2c[nH]c3ccccc23)s1	-1.1	1228	1.8	1.8	8.2	i	11	-5.2	960	1.8	-0.23	0.33	-0.26	.	.	-10	-2	0.4%	-2.4%
CCN(CC)C1=N/C(=C\c2ccco2)C(=O)N1c1ccccc1	-0.14	1203	2.7	2.7	7.1	i	-3	-1.8	1035	-0.69	-0.32	-0.52	0.87	18	665	-7	-8	0.2%	-5.6%
c1ccc(-c2noc(-c3ccccc3-c3ccccc3)n2)cc1	.	.	2.5	1.8	7.3	i	-9	-0.7	1065	0.31	-0.092	0.26	0.017	-6	732	72*	53*	-2.7%	-8.0%
Cc1csc(NC(=O)CSc2ccc(-c3ccccn3)nn2)n1	-0.27	1184	1.6	1.6	1.3	i	-1	0.9	1089	0.78	-0.19	0.32	0.74	-26	724	47	37	-1.4%	-4.3%
CSc1nc(C)cc(Oc2ccc(OCCOc3ccccc3)nn2)n1	-0.35	1339	3.0	1.5	10	i	-3	0.1	819	-0.82	-0.21	-0.3	0.4	.	.	3	7	-0.6%	-1.3%
CN(Cc1ccc(F)cc1)C(=O)COc1ccccc1-c1ccccc1	-0.24	1503	3.3	1.7	6.9	i	17	-1.8	1149	1.9	-0.24	1.2	-1.2	-16	625	64*	21*	5.7%	-4.9%
CCC(=O)Nc1ncc2c(n1)CC(c1ccco1)CC2=O (stereo not drawn)	.	.	4.3	1.3	5.3	i	-3	-0.5	1153	-0.69	-0.26	-0.73	0.89	1	739	-17	6	-0.3%	-4.9%
Cc1ccccc1Cn1cnc2ccccc21	-0.69	1345	3.1	1.9	7.9	i	-5	-1.5	1062	0.11	-0.27	0.18	0.39	-5	696	0	1	1.2%	-4.4%
CCCNc1nc(OC(C(F)(F)F)C(F)(F)F)nc(OC(C(F)(F)F)C(F)(F)F)n1	-0.15	910	3.5	2.1	10	i	-3	-0.7	1211	-0.15	0.004	0.24	0.11	-2	765	-5	-5	-3.4%	-0.7%
O=c1[nH]c(CN2CCOCC2)nc2ccccc12	0.65	1153	2.2	3.1	4.6	i	3	-2.7	1062	0.11	-0.12	-0.29	-0.35	5	686	-7	7	-2.7%	-4.0%
CCOC(=O)c1oc2ccccc2c1NC(=O)c1cccc(OC)c1OC	-0.15	1614	34*	22*	27*	i	2	-1.2	974	-0.28	-0.11	0.45	-1.3	-30	676	23	27	-0.8%	-6.5%
COc1cc(SC)ccc1C(=O)Nc1ccon1	0.16	1815	0.9	0.7	3.5	i	-4	0.5	998	0.048	-0.28	-0.11	0.3	-7	693	-14	0	-3.1%	0.0%
CCOC(=O)c1c(C)n(C)c2cc(-c3ccc(C)cc3)c(O)cc12	-0.64	1348	2.0	2.3	0.1	i	-15	-4.3	538	0.091	-0.23	0.1	0.071	-2	578	-11	-16	9.2%	-2.2%
O=C1CC(N2CCN(c3ccccc3Cl)CC2)C(=O)N1c1cccc(F)c1 (stereo not drawn)	-0.08	1742	2.9	1.5	11	i	5	-0.5	1092	0.55	-0.28	0.43	0.85	-10	672	-2	-1	3.4%	-4.7%
O=C(Nc1ccc(Cl)c(S(=O)(=O)N2CCOCC2)c1)c1ccc2c(c1)OCCO2	0.71	1528	2.9	2.6	7.5	i	4	-0.2	1045	-1	-0.25	-0.69	0.63	3	687	9	14	-0.4%	-1.2%
Cc1cc(N2CCCC2)nc2ccccc12	-0.89	1471	2.4	1.1	5.9	i	-20	-0.2	1563	-0.44	-0.29	-0.27	0.32	2	759	-4	13	-0.3%	-3.7%
CN(C(=O)CSc1ncc(C(F)(F)F)cc1Cl)c1c(N)n(Cc2ccccc2)c(=O)[nH]c1=O	-0.11	1320	3.0	2.9	10	i	-10	-1.7	1064	-0.41	-0.18	-0.18	0.73	1	713	-12	-5	-0.5%	-4.1%
CC1(C)NC(=O)N(CCOCCOc2ccccc2-c2ccccc2)C1=O	0.23	1594	2.1	1.1	2.8	i	-11	3.7	895	-0.64	-0.32	-0.13	0.89	3	681	6	8	2.3%	2.6%
CC1CCCN(Cc2nc3c(c(=O)n(C)c(=O)n3C)n2CC(N)=O)C1 (stereo not drawn)	-0.31	990	3.2	4.0	9.4	i	-4	-1.3	1161	0.015	0.095	0.34	-0.8	.	.	98*	98*	0.1%	-2.5%
Cc1ccc(C)c(NC(=O)CS(=O)(=O)c2cccc3nsnc23)c1	0.16	1273	4.1	2.9	8.2	i	8	1.8	1027	-0.69	-0.27	0.019	1.1	8	661	-15	8	-1.7%	-5.5%
COc1ccccc1-c1nnc(NC(C)=O)s1	0.86	1492	6.9	2.5	2.3	i	23	2.4	1380	2.1	-0.18	1.4	-1.8	.	.	7	26	-1.9%	-3.3%
Cc1cc(SCCOc2ccccc2)nc(N)n1	3.1*	1394*	3.5	2.2	5.0	i	9	-1.7	1306	1.4	-0.22	0.047	-1.6	.	.	1	-10	-0.6%	-5.5%
C#CCOCCOCCOCCNc1nc(N2CCN(C(=O)C([C@@H](C)CC)n3cc(C(N)Cc4ccc(O)cc4)nn3)CC2)nc(N2CCN(C(=O)[C@H](CCC(=O)O)n3cc(C(N)CC(C)C)nn3)CC2)n1 (stereo partly drawn)	0.27	1060	1.7	0.7	5.4	i	3	1.9	1029	-0.094	-0.26	0.23	0.62	0	708	1	-6	1.4%	-2.6%

2 entries from above, reformatted:
Value order: Insulin prom up | Insulin prom up cell count | MT stabilize HCS | MT stabilize HCS Hoechst-high % | MT stabilize HCS cytotoxicity % | Autophagy mod | Autophagy mod cell loss 18 h | bCat nuc transl | bCat nuc transl cell count 5 µM | Dynein transport | Dynein transport cytoplasmic EGFP | Dynein transport nuclear GR-EGFP | Dynein transport cell count | Lipid droplet | Lipid droplet cells 6.5 µM | WT yeast gro inh | WT yeast gro inh mutant strain | ER stress rescue | XIAP displacement
Cc1cc(SCCOc2ccccc2)nc(N)n1
 : 3.1* | 1394* | 3.5 | 2.2 | 5.0 | i | 9 | -1.7 | 1306 | 1.4 | -0.22 | 0.047 | -1.6 | . | . | 1 | -10 | -0.6% | -5.5%
C#CCOCCOCCOCCNc1nc(N2CCN(C(=O)C([C@@H](C)CC)n3cc(C(N)Cc4ccc(O)cc4)nn3)CC2)nc(N2CCN(C(=O)[C@H](CCC(=O)O)n3cc(C(N)CC(C)C)nn3)CC2)n1 (stereo partly drawn)
 : 0.27 | 1060 | 1.7 | 0.7 | 5.4 | i | 3 | 1.9 | 1029 | -0.094 | -0.26 | 0.23 | 0.62 | 0 | 708 | 1 | -6 | 1.4% | -2.6%
